Source: PubChem (several laboratories)
Ecoli viability = E. coli V3065 growth inhibition, primary screen, counter-screen for AddAB inhibitor project, absorbance, OD600; inhibition, % at 11.9 µM; hit rate 0.27% among 330,000; AID 449728, 2010; 18 h;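 active = inhibition above the campaign's mean inhibition across all tested compounds plus 3 SD, cut at about 9.9% in these data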;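 note: uninfected addAB+ strain grown without phage in ampicillin broth; 0% = DMSO wells and 100% = ciprofloxacin 0.95 µg/ml wells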
CAL PDZ FP = CAL PDZ peptide-binding inhibitors, primary screen, biochemical, fluorescence polarization, Cer-tagged CAL PDZ, HTS | purified CAL PDZ, TMR-peptide fluorescence polarization, 1 h | hit rate 0.02% among 330,000 | inhibition, % at 20 µM;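 active = highest replicate inhibition of at least 40%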;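 note: plate controls were DMSO neutral control wells for no effect and unlabeled competitor peptide control wells for full effect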
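Test system: purified CerCALP PDZ construct; Compound dosing: one concentration, 20 µM compound; Also added: TMR-labelled reporter peptide T*-PRC34 bound in PDZ groove; Read-out: inhibition from polarization loss; Controls: unlabelled peptide and DMSO controls; Signal: FP readout, S and P plane fluorescence; Incubation: 1 h at RT.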
phage Ecoli inh = growth loss of phage-infected E. coli, primary screen, RecBCD inhibitor project, absorbance, with phage, HTS | hit rate 0.26% among 360,000 | inhibition, % at 11.9 µM; in the data active = inhibition above about 11%
PfHsp90 set2 = growth inhibition of PfHsp90-expressing yeast, primary screen, antimalarial PfHsp90 inhibitor project, S. cerevisiae, BacTiter-Glo luminescence, single point, set 2; BacTiter-Glo ATP, 48 h; yeast lacking PDR1 and PDR3 efflux regulators; inhibition, % at 9.4 µM; hit rate 0.32% among 310,000; AID 504621, 2011;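 active = every replicate shows inhibition above about 80%, whatever the replicate mean, limit read from the data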;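 note: 0% = DMSO neutral controls and 100% = 20 µM radicicol positive controls; yeast relying on Plasmodium falciparum Hsp90 in place of its own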
Wnt bcat act = Wnt/beta-catenin pathway activators, primary screen, cell-based, plate reader, single point; activation, % at 9.35 µM; Wnt/beta-catenin reporter cell assay, activator; hit rate 1.2% among 300,000; in the data active = activation above about 30%, passing the limit was not always enough;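 note: 0% = neutral control wells and 100% = positive control wells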
DAGLB inh = DAGLB lipase inhibitors, primary screen, biochemical, fluorescence, HTS; HEK293T DAGLB membrane lysate, EnzChek fluorogenic substrate; inhibition, % at 5.17 µM; hit rate 0.059% among 340,000; in the data active = inhibition above about 34%;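 note: 0% = enzyme with vehicle and 100% = wells lacking enzyme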
Target sequence (Q8NCG7 whole entry, looked up): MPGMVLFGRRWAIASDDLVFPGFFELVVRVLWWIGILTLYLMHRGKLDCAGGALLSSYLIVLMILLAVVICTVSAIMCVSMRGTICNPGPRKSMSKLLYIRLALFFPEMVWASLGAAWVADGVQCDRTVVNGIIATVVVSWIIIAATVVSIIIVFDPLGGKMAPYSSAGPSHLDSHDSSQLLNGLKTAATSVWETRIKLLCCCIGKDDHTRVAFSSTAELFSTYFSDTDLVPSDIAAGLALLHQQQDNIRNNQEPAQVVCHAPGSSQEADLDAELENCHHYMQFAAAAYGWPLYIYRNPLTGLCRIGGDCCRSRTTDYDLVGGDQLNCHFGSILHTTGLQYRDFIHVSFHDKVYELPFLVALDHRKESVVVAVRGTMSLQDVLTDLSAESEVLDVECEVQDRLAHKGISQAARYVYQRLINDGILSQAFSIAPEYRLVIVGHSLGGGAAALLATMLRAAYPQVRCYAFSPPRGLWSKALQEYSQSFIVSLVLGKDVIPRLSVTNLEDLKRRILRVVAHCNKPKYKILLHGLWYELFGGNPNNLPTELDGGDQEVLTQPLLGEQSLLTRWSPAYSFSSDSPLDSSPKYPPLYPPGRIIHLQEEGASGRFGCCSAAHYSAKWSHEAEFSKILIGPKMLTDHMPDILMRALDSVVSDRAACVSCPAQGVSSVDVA
Rtt109 Vps75 = inhibitors of C. albicans Rtt109/Vps75 HAT, primary screen, biochemical, ThioGlo CoA-SH fluorescence, plate reader. inhibition, % at 34.9 µM. Histone acetyltransferase RTT109 (Candida albicans (strain SC5314 / ATCC MYA-2876)), …. purified Rtt109/Vps75, 4 h. hit rate 0.16% among 330,000;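 active = inhibition of at least 50% in every replicate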
Target sequence (Q5AAJ8 whole entry, looked up): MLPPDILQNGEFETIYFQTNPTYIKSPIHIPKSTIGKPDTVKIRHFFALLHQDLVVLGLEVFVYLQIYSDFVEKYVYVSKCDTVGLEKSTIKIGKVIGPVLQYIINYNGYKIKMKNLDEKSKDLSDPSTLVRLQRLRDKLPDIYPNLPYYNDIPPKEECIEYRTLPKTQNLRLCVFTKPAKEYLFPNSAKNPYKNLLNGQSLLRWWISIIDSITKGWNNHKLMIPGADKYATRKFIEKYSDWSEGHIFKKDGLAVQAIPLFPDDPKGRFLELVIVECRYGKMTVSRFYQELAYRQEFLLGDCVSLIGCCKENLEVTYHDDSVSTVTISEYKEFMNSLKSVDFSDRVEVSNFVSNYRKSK
Tat transport = E. coli Tat export inhibitors, primary screen, MC4100, TorA-mCherry reporter, fluorescence, single point | hit rate 0.036% among 340,000 | AID 488895, 2010 | inhibition, % at 10 µM;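 active = mean replicate inhibition at least 50% and at least half of replicates individually reaching 50%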;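 note: exported cargo escapes ClpAP degradation while cytoplasmic cargo is degraded and loses fluorescence; 0% = median of neutral control wells and 100% = median of NaSCN control wells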
PvdQ inh = P. aeruginosa PvdQ acylase inhibitors, primary screen, biochemical, fluorescence, plate reader and imaging, single point; AID 488965, 2010; inhibition, % at 10 µM; purified PvdQ acylase; hit rate 0.063% among 340,000; PvdQ acylase [Pseudomonas aeruginosa LESB58]; in the data active = inhibition above about 30%, passing the limit was not always enough;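 note: 0% = vehicle neutral wells and 100% = reference inhibitor wells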
AddAB inh = growth inhibition of E. coli expressing H. pylori AddAB, primary screen, AddAB inhibitor project, absorbance; inhibition, % at 11.9 µM; hit rate 0.29% among 330,000; AID 435030, 2010; in the data active = inhibition above about 12%;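 note: 0% = vehicle wells of infected cells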
An asterisk follows results filed as active; i = inactive; nt = not tested or not shown.

SMILES	Ecoli viability	CAL PDZ FP	phage Ecoli inh	PfHsp90 set2	Wnt bcat act	DAGLB inh	Rtt109 Vps75	Tat transport	PvdQ inh	AddAB inh
O=C(CCc1nc2ccccc2[nH]1)NCc1ccc2c(c1)OCO2	-1.1	-0.8	5.0	12	7	1	-1	2	-9	0.0
O=C(COC(=O)c1cccc(F)c1)NC1CC1	0.3	-1.3	0.2	-17	6	-1	1	-2	-17	1.1
Cc1ccc(N2C(=O)CC(Sc3nccc(C)n3)C2=O)cc1 (configuration not stated)	-0.2	nt	-0.5	-42	-2	-2	-14	-5	-16	1.6
Cc1cc2cc(CN(Cc3ccco3)S(=O)(=O)c3c(C)ccc4nsnc34)c(=O)[nH]c2cc1C	-1.1	-0.8	2.5	-8	nt	4	5	1	-6	0.3
CC(OC(=O)c1ccc(S(=O)(=O)N2CCCCC2)cc1)C(=O)Nc1ccc(C(N)=O)cc1 (configuration not stated)	-0.5	-2.2	1.9	nt	-8	-2	-2	-1	-4	0.8
COc1ccc(C(=O)COC(=O)C(CCSC)NC(=O)COc2ccccc2)cc1 (configuration not stated)	-1.5	-3.4	4.0	-29	4	2	-6	14	-20	-3.1
COc1cc(/C=N/NC(=S)NCCN2CCOCC2)cc(OC)c1O	-1.2	-2.5	1.0	10	2	-2	nt	4	11	2.1
CCOC(=O)c1c(NC(=O)CN2CCCc3ccccc32)sc(C(C)=O)c1C	2.4	-0.6	1.6	-12	nt	-3	-14	-5	0	2.6
Cc1ccc(NC(=O)NCCN2CCN(C(=O)Nc3ccc(C)cc3)CC2)cc1	-3.4	-0.5	1.5	-44	-3	3	3	0	-14	1.7
Cc1cccc(N2CCN(S(=O)(=O)c3ccc4c(c3)CCCN4C(=O)C3CCC3)CC2C)c1 (configuration not stated)	-2.5	-2.2	-0.9	1	-1	-6	-2	8	-11	3.2
CCOC(=O)C1CCN(CCCSc2ccccc2)CC1	0.9	-1.1	2.6	5	4	1	-2	1	-10	1.0
CCOc1cc(NC(=S)NCCCN2CCOCC2)c(OCC)cc1NC(=O)C1CCCCC1	0.1	-2.8	0.2	8	-1	-1	9	-1	2	2.5
O=C(Oc1ccccc1Cl)c1ccccc1	nt	0.8	3.2	14	-6	-6	1	7	-11	nt
CC(C)(C)CC(C)(C)c1ccc(O)c(CN2CCN(CCC#N)CC2)c1	1.1	-0.1	1.6	32	nt	-1	-1	-15	-15	1.9
Cn1nc([N+](=O)[O-])nc1Sc1ccc(Cl)cc1	-4.2	0.2	0.9	-27	nt	-1	-4	-14	-8	2.3
O=C(NN=C1CCCC1)NC1CCCCC1	0.2	-0.1	5.7	16	-2	-1	-13	1	-15	0.3
CCCOc1ccc(N2C(=O)CC(SCC(N)C(=O)OCC)C2=O)cc1 (configuration not stated)	-0.1	-1.1	4.1	11	1	3	2	2	-9	2.9
COc1ccc(CCC(=O)NNC(=O)Nc2ccccc2Cl)cc1	nt	-2.1	-0.2	7	-2	2	-5	-4	1	nt
CCOC(=O)c1c(C#N)c(SCC(=O)Nc2ccc(OC)cc2)nc2c1CN(CC)CC2	1.4	-2.5	-3.6	-10	nt	1	0	21	3	-0.3
COc1ccc(Oc2ncc(CN3CCN(c4ccccc4)CC3)s2)cc1	-4.3	-5.0	3.2	-20	nt	-9	-1	2	-7	-1.1
CN1CCN(/N=C/c2nc(-c3ccccc3Cl)n3ccccc23)CC1	-3.1	-1.9	3.0	3	nt	2	2	-3	-6	2.7
Cc1ccc(/C=N/NC(=O)CSc2ccccn2)o1	0.2	-1.1	2.6	6	2	-2	1	-8	-9	-2.1
O=C(COc1ccccc1)NCCc1nc2ccccc2[nH]1	1.1	-0.2	2.6	-10	-1	1	-4	11	-4	-0.2
O=C(NCCCc1ccccc1)c1cc(COc2ccc(F)cc2Cl)on1	0.3	-1.5	3.5	-14	-2	-10	-2	9	-15	1.7
CC(C)CCNC(=O)C(NS(=O)(=O)c1ccc2c(c1)c(=O)n(C)c(=O)n2C)c1ccccc1 (configuration not stated)	-2.0	1.1	-1.0	6	-4	2	-10	2	-14	-1.2

Overlap with the part before: 5 entries; new compounds follow.
SMILES	Ecoli viability	CAL PDZ FP	phage Ecoli inh	PfHsp90 set2	Wnt bcat act	DAGLB inh	Rtt109 Vps75	Tat transport	PvdQ inh	AddAB inh
CN1CCN(/N=C/c2nc(-c3ccccc3Cl)n3ccccc23)CC1	-3.1	-1.9	3.0	3	nt	2	2	-3	-6	2.7
Cc1ccc(/C=N/NC(=O)CSc2ccccn2)o1	0.2	-1.1	2.6	6	2	-2	1	-8	-9	-2.1
O=C(COc1ccccc1)NCCc1nc2ccccc2[nH]1	1.1	-0.2	2.6	-10	-1	1	-4	11	-4	-0.2
O=C(NCCCc1ccccc1)c1cc(COc2ccc(F)cc2Cl)on1	0.3	-1.5	3.5	-14	-2	-10	-2	9	-15	1.7
CC(C)CCNC(=O)C(NS(=O)(=O)c1ccc2c(c1)c(=O)n(C)c(=O)n2C)c1ccccc1 (configuration not stated)	-2.0	1.1	-1.0	6	-4	2	-10	2	-14	-1.2
CCc1nc(NCCC(C)C)c2nnn(Cc3ccccc3)c2n1	1.2	-0.9	1.8	-2	-1	-10	-3	2	-10	0.4
CC(C)NC(=O)c1ccc2c(c1)N(CC(=O)Nc1ccccc1F)C(=O)C(C)(C)O2	-0.4	-0.2	2.2	47	0	-2	-18	-3	-7	1.0
O=C(CSC1=NCCS1)Nc1ccc(S(=O)(=O)NC2CCCCC2)cc1	-0.3	nt	0.5	-2	-3	-3	-9	-8	-6	-0.4
CN(CC1CCOCC1)C(=O)CC1C(=O)NCCN1Cc1ccccc1F (configuration not stated)	0.0	-2.9	0.6	5	5	0	-1	-4	-1	3.4
CCC(CC)NC(=O)/C=C/c1cccc([N+](=O)[O-])c1	-2.4	-0.4	1.5	0	-1	-1	-2	-12	11	1.6
Cc1ccc(CN2CC(C(=O)Nc3cc(S(C)(=O)=O)ccc3Cl)CC2=O)cc1 (configuration not stated)	1.0	-1.9	0.8	1	0	6	4	9	12	2.7
O=C(c1cccs1)N1CCN(C(=O)N2CCOCC2)CC1	-0.3	37	1.2	2	-1	0	-4	-3	-16	-1.5
CCCOc1cccc(C2C(C(=O)c3cccs3)=C(O)C(=O)N2Cc2cccnc2)c1 (configuration not stated)	-2.7	-0.5	4.1	-12	3	-2	-4	12	3	4.5
O=C(/C=C/c1cccnc1)c1ccc(F)c(F)c1	1.3	-2.2	1.8	5	3	-1	8	-10	3	1.1
Cc1cc(OC(C)C(=O)NCC2CCC(C(=O)O)CC2)c2c(C)cc(=O)oc2c1 (configuration not stated)	0.8	0.3	1.5	2	-2	-2	3	1	-8	3.9
CCOc1ccc(NC(=O)CN(C)C(=O)CCC2CCCCC2)cc1OCC	2.1	0.0	-3.2	-2	-3	-1	5	7	-6	1.3
Fc1ccc(Nc2nc(-c3ccncc3)nc3ccccc23)cc1F	0.6	-2.9	3.4	-24	-3	1	-6	0	-5	2.3
COc1ccc(Oc2c(-c3ccc(O)cc3O)n[nH]c2C)cc1	0.0	0.0	5.0	9	0	2	nt	2	-15	-0.6
CCOc1ccccc1C(=O)OCC(=O)NCC1CCCCC1	-0.1	-0.8	2.8	-8	3	-3	5	-9	9	1.2
COC(=O)c1ccc(CN2C(=O)NC(Cc3c[nH]c4ccccc34)C2=O)cc1 (configuration not stated)	2.1	-2.8	2.5	-36	4	4	-2	-6	-6	1.8
O=C(Nc1ccccc1N1CCCCC1)c1ccc(Cl)c([N+](=O)[O-])c1	1.4	0.1	4.4	-3	0	-12	4	2	6	-1.7
CCCCNc1c2c3c(cccc3n(C)c1=O)C(=O)c1ccccc1-2	-3.7	1.0	nt	-1	nt	i	-2	15	-2	-1.2
CC(=O)c1ccc(OCC(=O)Nc2cccc(C(=O)Nc3c(C)n(C)n(-c4ccccc4)c3=O)c2)cc1	nt	-1.9	1.8	nt	-2	3	-1	4	-13	nt
O=S(=O)(NCc1ccccc1)c1cccc2cccnc12	-1.1	-2.9	1.0	11	-4	-2	-6	2	-10	1.5
O=C(NCCc1c[nH]c2ccccc12)c1cc([N+](=O)[O-])cc([N+](=O)[O-])c1	1.2	-0.6	-0.7	-6	-2	1	3	-4	-3	-1.1
CC(C)CN1CCN=C1N(C)C	-0.7	-0.1	2.5	0	-2	1	3	-2	-17	2.3
CCn1c(=O)c(=O)[nH]c2cc(C(=O)Nc3ccc(S(=O)(=O)N4CCCC4)cc3)ccc21	2.2	-0.5	3.8	-14	nt	-1	13	-10	4	3.3
Cc1ccc(-c2nnc(NC3CCCC3)s2)cc1	1.6	-1.7	0.0	-23	21	-4	3	2	-4	-0.5
COc1ccc(CN2CCC(Cc3ccccc3)CC2)c(C)c1C	nt	-0.9	0.6	11	1	-3	-13	2	2	nt
Cc1c(Cl)c(C(F)F)nn1CC(=O)NC1C(=O)N2C(C(=O)O)=C(CSc3nnnn3C)CSC12 (configuration not stated)	nt	0.7	6.0	-10	-1	0	8	-3	-13	nt
O=C(NC(=O)N1CCN(c2ccc(F)cc2)CC1)c1ccccc1	-0.1	-2.5	0.7	16	nt	1	1	-3	-3	4.3
CC(C)Cc1n[nH]c(=O)[nH]1	-2.8	-0.1	0.6	10	-1	1	-4	-11	-11	3.5
CC1Cc2ccccc2N1C(=O)COC(=O)c1ccc(Cl)nc1 (configuration not stated)	-1.0	-0.2	3.3	-7	2	-1	2	-4	-15	-1.4
c1cncc(-c2nnc(-c3cccnc3)nn2)c1	-1.0	-1.0	3.4	nt	6	1	-6	-5	-5	2.0
CCOC(=O)C1CCN(CC(=O)N(CC(C)C)c2c(N)n(CC(C)C)c(=O)[nH]c2=O)CC1	2.2	-0.6	3.0	-4	2	3	0	10	-28	-0.3

2 compounds drawn at random from the list so far:
SMILES	Ecoli viability	CAL PDZ FP	phage Ecoli inh	PfHsp90 set2	Wnt bcat act	DAGLB inh	Rtt109 Vps75	Tat transport	PvdQ inh	AddAB inh
O=C(COc1ccccc1)NCCc1nc2ccccc2[nH]1	1.1	-0.2	2.6	-10	-1	1	-4	11	-4	-0.2
CC(C)CN1CCN=C1N(C)C	-0.7	-0.1	2.5	0	-2	1	3	-2	-17	2.3

Ordered by count of non-hydrogen atoms (rising): part of the list above.
SMILES	Ecoli viability	CAL PDZ FP	phage Ecoli inh	PfHsp90 set2	Wnt bcat act	DAGLB inh	Rtt109 Vps75	Tat transport	PvdQ inh	AddAB inh
CC1Cc2ccccc2N1C(=O)COC(=O)c1ccc(Cl)nc1 (configuration not stated)	-1.0	-0.2	3.3	-7	2	-1	2	-4	-15	-1.4
Cc1cc(OC(C)C(=O)NCC2CCC(C(=O)O)CC2)c2c(C)cc(=O)oc2c1 (configuration not stated)	0.8	0.3	1.5	2	-2	-2	3	1	-8	3.9
CCOc1cc(NC(=S)NCCCN2CCOCC2)c(OCC)cc1NC(=O)C1CCCCC1	0.1	-2.8	0.2	8	-1	-1	9	-1	2	2.5
CC(=O)c1ccc(OCC(=O)Nc2cccc(C(=O)Nc3c(C)n(C)n(-c4ccccc4)c3=O)c2)cc1	nt	-1.9	1.8	nt	-2	3	-1	4	-13	nt

No enrichment for hits. About 1.9% of those tested had a hit in this group.
